Assay outcomes (PubChem BioAssay)
IEC-6 cytotox – IEC-6 cytotoxicity, counter-screen for KLF5 inhibitors. luminescence viability. inhibition, % at 5 µM. 0.78% of 290,000 active; in the data active = inhibition above about 22%;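 note: 0% = plate median of test compound wells and 100% = cytotoxic reference compound wells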
HSP90 refold inh – inhibitors of HSP90 luciferase refolding in rabbit reticulocyte lysate; luciferase refolding luminescence, 3 h; inhibition, % at 5.6 µM; 0.91% of 290,000 active; AID 1789;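 active = inhibition above the screen-wide mean plus 3 SD, computed separately per campaign, cut at about 16% in these data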;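 note: 0% = DMSO wells and 100% = 60 µM geldanamycin wells; inhibitors lower the luminescence because luciferase stays unfolded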
HSF1 inh – HSF1 inhibition. NIH3T3-HGL HSE-luciferase, MG132-induced, luminescence 8 h; active compounds read low. activity change, negative = inhibition, % at 7.5 µM (by protocol). 0.77% of 300,000 active;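 active = more than half of replicate wells show activity change below -50%, luminescence cut by over half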;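 note: luciferase reports HSF-1 transcriptional activity via heat shock element; 0% = median of DMSO wells and -100% = zero luminescence signal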
AI-2 QS mod – modulates the Vibrio harveyi AI-2 quorum sensing system. Vibrio harveyi JMH597 AI-2 luminescence/OD600 ratio, 9 h; active compounds read low; strain lacks LuxN and CqsS sensors; 0 = neutral-control median. activity change, % at 7.5 µM. 0.4% of 300,000 active. AID 2094; in the data active = activity change below about -75%, passing the limit was not always enough;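 note: luminescence divided by OD600 gain over 9 h not by final OD600 alone; inactives centre near 13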
aSyn UTR inh – 5' untranslated region of α-synuclein, MLPCN primary screen | alpha-synuclein 5'UTR reporter, inhibitor activity | inhibition, % (tested at 7.5 µM) | 0.82% of 300,000 active; in the data active = inhibition above about 60%;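 note: H4 neuroglioblastoma cells stably carrying SNCA 5'UTR luciferase fusion; 0% = DMSO wells and 100% = positive control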
KLF5 inhibitor – kruppel-like factor 5 inhibition; DLD-1 KLF5 promoter-luciferase reporter, luminescence; inhibition, % at 5 µM; 0.23% of 290,000 active; AID 1700;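 active = inhibition above a per-plate limit of that plate's mean compound inhibition plus 3 SD, cut at about 60% in these data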;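 note: 0% = DMSO wells and 100% = LY294002 at 200 µM; higher means less KLF5 promoter-driven luciferase light; inactives centre near -14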
HIF activator – HIF pathway transcriptional activation; U2OS HRE-luciferase reporter, luminescence; normalized: DMSO 0%, desferrioxamine 100%; activation, % at 7.5 µM (by protocol); 0.32% of 300,000 active;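 active = mean activation of at least 10% of the iron chelator positive control signal, with at least half of replicates also reaching 10%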
GSK3B inh – inhibitors of human GSK3beta kinase; GST-GSK3beta kinase, ADP-Glo luminescence, 60 min; active compounds read low; AID 2097; P49841; 0.038% of 300,000 active; activity score (negative = inhibition), % at 10 µM;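 active = more than half of replicate wells score below -50%, meaning over 50% inhibition versus plate controls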;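 note: 0% = median DMSO wells and -100% = median GW8510 positive control wells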
Target sequence (P49841 whole entry, looked up): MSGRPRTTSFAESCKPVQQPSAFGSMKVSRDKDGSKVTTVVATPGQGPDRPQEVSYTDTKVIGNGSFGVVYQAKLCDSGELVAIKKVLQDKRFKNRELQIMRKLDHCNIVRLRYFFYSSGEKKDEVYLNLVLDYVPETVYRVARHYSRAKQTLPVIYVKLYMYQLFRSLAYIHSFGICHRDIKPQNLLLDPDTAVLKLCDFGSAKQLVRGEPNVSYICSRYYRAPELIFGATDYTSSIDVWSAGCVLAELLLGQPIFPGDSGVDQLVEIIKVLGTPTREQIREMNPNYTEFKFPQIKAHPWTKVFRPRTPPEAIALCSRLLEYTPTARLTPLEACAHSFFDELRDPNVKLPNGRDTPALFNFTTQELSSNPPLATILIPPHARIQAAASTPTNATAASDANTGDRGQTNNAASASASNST
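Test system: GST-tagged human GSK3beta kinase, cell-free; evaluation: activity score scaled between in-plate DMSO and GW8510 controls; measured by: ADP-Glo luminescence; incubation: 60 min reaction, RT; benchmarks: DMSO and 20 µM GW8510; reagent: peptide substrate plus 25 µM ATP (final); medium: Tris/MgCl2 kinase buffer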
GSK3 alpha inh – inhibitors of human GSK-3 alpha kinase; P49840; ADP-Glo luminescence, 60 min; inhibition, % at 10 µM; 0.1% of 320,000 active; AID 2650;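 in the data active = inhibition above about 50%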;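 note: GST-tagged GSK-3 alpha with peptide substrate and 25 µM ATP; 0% = DMSO neutral wells and 100% = GW8510 positive control wells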
Target sequence (P49840 whole entry, looked up): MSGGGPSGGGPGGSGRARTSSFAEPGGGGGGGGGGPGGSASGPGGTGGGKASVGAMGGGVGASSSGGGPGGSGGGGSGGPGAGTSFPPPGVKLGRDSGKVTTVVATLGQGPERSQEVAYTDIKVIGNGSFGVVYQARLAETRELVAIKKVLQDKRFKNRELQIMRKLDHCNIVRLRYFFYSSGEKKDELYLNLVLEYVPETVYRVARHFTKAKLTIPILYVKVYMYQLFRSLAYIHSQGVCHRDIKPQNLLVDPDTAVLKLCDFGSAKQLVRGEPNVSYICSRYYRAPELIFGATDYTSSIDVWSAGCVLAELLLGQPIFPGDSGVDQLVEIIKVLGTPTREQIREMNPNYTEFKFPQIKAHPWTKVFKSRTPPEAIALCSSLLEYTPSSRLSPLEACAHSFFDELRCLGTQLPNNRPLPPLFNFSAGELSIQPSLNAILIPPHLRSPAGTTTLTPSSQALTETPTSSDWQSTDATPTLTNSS
HSF-1 act – increases HSF-1 driven luciferase reporter signal | NIH3T3-HGL HSF-1 luciferase reporter, MG132, 8 h; 100% = twice DMSO control signal | activation, % at 9 µM | 1.7% of 300,000 active | AID 504408;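 active = mean replicate activation of at least 50% with a set share of replicates each reaching 50%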;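 note: 0% = median of the neutral control wells and 100% = twice that signal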
Starred values were filed as active, the others as inactive; · = not tested or not shown. Random draw from the library; any-hit rate near 4.7%.

SMILES | IEC-6 cytotox | HSP90 refold inh | HSF1 inh | AI-2 QS mod | aSyn UTR inh | KLF5 inhibitor | HIF activator | GSK3B inh | GSK3 alpha inh | HSF-1 act
CCCCNc1cc(C)nc(N2CCOCC2)n1 | -2 | 1 | 7 | 6 | -10 | -18 | 0.2 | 3 | -5 | 31
CC1CC(=O)N(CC(=O)Nc2ccc(Br)cc2)c2ccccc2S1(=O)=O (stereo unspecified) | 6 | 0 | 11 | -83* | 7 | -1 | 0.2 | 3 | 5 | 17
O=C(COC(=O)c1ncc(Cl)c(Cl)c1Cl)NCc1cccs1 | · | · | -4 | 13 | -9 | · | -0.2 | 2 | -1 | -4
COCCCNC(=O)COc1ccc(-c2nccc(-c3ccccn3)n2)cc1 | 3 | 3 | -20 | 1 | 7 | -17 | -1.1 | -4 | 2 | -33
O=C(COc1ccc2ccc(=O)oc2c1)NC(Cc1ccc(Cl)cc1)C(=O)O (stereo unspecified) | -5 | 2 | 1 | 18 | 0 | -20 | -0.4 | 1 | -2 | 7
O=C(NC1CCCN(Cc2ccc(Cl)cc2)C1)c1c(F)cccc1F (stereo unspecified) | -6 | -1 | -3 | 35 | 5 | -24 | -0.9 | -1 | -4 | 13
NS(=O)(=O)c1ccc(Nc2c([N+](=O)[O-])cncc2[N+](=O)[O-])cc1 | 1 | 2 | -4 | -93* | 16 | -30 | -1.3 | -2 | -1 | 12
CC(=O)c1cc(C#N)c(N2CCCCC2)nc1C | 8 | -3 | 1 | 4 | 11 | -14 | 0.0 | 0 | -2 | -5
COc1ccc(CC(=O)Nc2ncc([N+](=O)[O-])s2)cc1OC | 7 | 3 | 1 | -4 | 5 | -8 | 0.5 | -45 | 75* | -1
Cc1ccc2c(c1)/C(=N/O)CCS2 | -1 | 0 | -9 | -8 | 10 | -1 | -37 | 0 | -1 | 13
CCCN(C(=O)c1cccc(S(=O)(=O)N2CCN(Cc3ccccc3)CC2)c1)C1CCS(=O)(=O)C1 (stereo unspecified) | · | · | -3 | 19 | 11 | · | -0.2 | 0 | -2 | -8
CCC(=O)N1c2ccc(S(=O)(=O)CCC(=O)N3CCn4c3nc3ccccc34)cc2CC1C (stereo unspecified) | 2 | -2 | 1 | 6 | 1 | -14 | 1.0 | 3 | 2 | -17
CCn1c(SCC(=O)Nc2nccs2)nnc1C1CC1 | -10 | 0 | 4 | 16 | 0 | -41 | 0.2 | -9 | 8 | -3
O=C1CSC(c2cccnc2)N1c1ccccc1 (stereo unspecified) | 1 | 4 | -6 | 10 | 25 | 3 | -0.1 | 3 | -2 | -14
Cc1ccc(S(=O)(=O)c2cc(Nc3ccccc3)ccc2O)cc1 | · | · | -4 | -58 | -23 | · | 0.1 | -22 | -3 | -2
COc1cccc(CNC(=O)COc2ccc(C(=O)c3ccccc3)cc2)c1 | -2 | 1 | -13 | 5 | 7 | -34 | 0.2 | 4 | 0 | -20
COc1cccc2c1cc1c(=O)n(CC(=O)NC3CCCCC3)nc(C)n12 | -2 | -3 | 6 | 12 | -17 | -44 | 0.7 | 4 | 0 | 11
Cn1c(=O)c2c(SCC(=O)Nc3ccccc3F)nc(C3CC3)nc2n(C)c1=O | -3 | 1 | -4 | 34 | 8 | -45 | -0.9 | 2 | -4 | -12
CCOc1cc(Br)c(/C=C2/C(=O)N(C)C(=S)N2CC(=O)OC)cc1OC | 1 | 1 | 10 | 15 | 9 | -29 | 0.0 | -2 | 3 | 12
O=C(NC(Cc1ccccc1)C(=O)N1CCc2ccccc2C1)c1ccccc1 (stereo unspecified) | 0 | -2 | -6 | 28 | -6 | -5 | 0.1 | -1 | -2 | 21
Cc1cc(Cl)ccc1NC(=S)NC1CCCC1 | 0 | -2 | 0 | 10 | -26 | -24 | -0.2 | -5 | 0 | 9
CC(NC(=O)NC1CCCCC1)c1ccc2c(c1)OCO2 (stereo unspecified) | -7 | -3 | -2 | 23 | -11 | -37 | -0.1 | 1 | 1 | 13
CC1(C)Cc2c(cnn2-c2cccc(F)c2)C(NC(=O)Cn2cccn2)C1 (stereo unspecified) | -1 | -3 | -2 | 7 | 20 | -24 | 0.5 | 2 | · | -3
O=C(CCn1nc(-c2ccccc2)ccc1=O)NCCCN1CCCCCC1 | 0 | -1 | -8 | 8 | 8 | -27 | 0.0 | 0 | -2 | -13
Clc1ccccc1CSc1nncn1NC/C=C/c1ccccc1 | -4 | 3 | 12 | -3 | 15 | 0 | -0.7 | -1 | -1 | 19

Compound profiles, as listed above. Order of values: IEC-6 cytotox | HSP90 refold inh | HSF1 inh | AI-2 QS mod | aSyn UTR inh | KLF5 inhibitor | HIF activator | GSK3B inh | GSK3 alpha inh | HSF-1 act
Cc1ccc2c(c1)/C(=N/O)CCS2 is listed with -1 | 0 | -9 | -8 | 10 | -1 | -37 | 0 | -1 | 13
CCOc1cc(Br)c(/C=C2/C(=O)N(C)C(=S)N2CC(=O)OC)cc1OC is listed with 1 | 1 | 10 | 15 | 9 | -29 | 0.0 | -2 | 3 | 12

More records follow:
SMILES | IEC-6 cytotox | HSP90 refold inh | HSF1 inh | AI-2 QS mod | aSyn UTR inh | KLF5 inhibitor | HIF activator | GSK3B inh | GSK3 alpha inh | HSF-1 act
O=C(NCCCN1CCCC1=O)c1ccc(NS(=O)(=O)c2ccccc2)cc1 | · | · | -2 | 13 | 7 | · | -0.4 | 1 | 3 | -7
CC(C)N(C(=O)CSc1nnc(NC(=O)c2cccs2)s1)C(C)C | 6 | -4 | -11 | 12 | -13 | -34 | -0.2 | -2 | -1 | 2
O=C(Nc1ccc(Cl)c(Cl)c1)N1CC=CCC1 | 1 | 0 | 23 | 10 | -122 | -133 | 5.0 | 0 | -3 | 41
COc1ccc(OC)c2nc3c(cc12)CCC3 | -1 | 2 | -2 | 22 | 7 | -85 | -20 | 0 | -1 | 1
COc1ccccc1C(c1nnnn1Cc1ccccc1)N1CCN(C2CCCC2)CC1 (stereo unspecified) | -1 | 1 | -8 | 12 | -13 | -43 | -0.4 | -1 | 0 | -10
O=C1c2ccccc2C(=O)N1c1cccnc1 | -3 | 1 | 1 | 8 | -30 | -43 | 0.4 | 7 | 0 | 5
CC(C)CNC(=S)NC(=O)c1ccc(Cl)cc1Cl | -4 | 0 | 9 | 2 | -37 | -27 | 1.3 | 1 | -2 | 24
CCn1nc(NS(=O)(=O)c2ccc(NC(C)=O)cc2)c2cc3cc(C)ccc3nc21 | 4 | -2 | 6 | 7 | -35 | -45 | -0.2 | 1 | 0 | 28
Cc1ccc(C)c(N2CCN(S(=O)(=O)c3ccc4c(c3)CC(=O)N4C)CC2)c1 | -10 | -2 | -2 | 17 | 16 | -5 | 0.6 | 2 | 2 | 6
C/C(=N\NS(=O)(=O)c1ccc(Br)cc1)c1ccc2c(c1)OCO2 | 7 | -2 | 3 | 33 | 10 | -30 | 0.0 | 2 | -5 | -2
Cc1cc(C)c(NC(=O)CN(C2CCCCC2)C2CCCCC2)c(C)c1 | -4 | 3 | 6 | 2 | -5 | -23 | -0.1 | 3 | -4 | -15
C=CCn1nnnc1SCC(=O)Nc1ccccc1C(=O)OC | 4 | -1 | 1 | 13 | 3 | -5 | -0.2 | 3 | 0 | 7
COc1ccc(-c2noc(CCC(=O)N(C)c3cccc(C)c3)n2)cc1 | 1 | 9 | 2 | 18 | 15 | -9 | -0.3 | 0 | -2 | -12
O=C(NCC(c1ccco1)N1CCN(c2ccc(F)cc2)CC1)c1cccs1 (stereo unspecified) | · | · | -1 | 26 | -3 | · | -47 | -28 | -8 | 8
Cc1cc(NC(=O)CCSc2ccc(Cl)cc2)no1 | 0 | 1 | 16 | 5 | 3 | -20 | 0.1 | 3 | -1 | 9
Cc1ccc(C(=O)NCC(=O)OCC(=O)Nc2ncc(C(F)(F)F)cc2Cl)cc1 | -1 | -1 | · | 4 | 15 | -12 | -0.5 | 0 | -6 | ·
CCC(=O)NNc1cc(=O)c2c(=O)n(C)c(=O)n(C)c2[nH]1 | -2 | -2 | -5 | 16 | -2 | -2 | -0.3 | 1 | 0 | 5
O=C(O)c1ccc2c(c1)C(=O)N(NC(=O)c1ccccc1)C2=O | -5 | -4 | -5 | 52 | -4 | -125 | -0.1 | 0 | -1 | 23
CC1CCc2c(sc(NC(=O)COC(=O)c3ccccc3NCc3ccco3)c2C#N)C1 (stereo unspecified) | 7 | -1 | -13 | 26 | 7 | -45 | 0.4 | -5 | -2 | 5
Cc1ccc(-c2nnn(CC(=O)N(c3ccccc3)C(C(=O)NCC3CCCO3)c3cccs3)n2)o1 (stereo unspecified) | 0 | -4 | · | 11 | -42 | -11 | -0.1 | -3 | 0 | ·
Cc1nn(C(C)C(=O)NCc2ccccc2Cl)c(=O)c2c1sc1ccccc12 (stereo unspecified) | 0 | -2 | 8 | 13 | 25 | -2 | -0.5 | 5 | -3 | -2
COc1ccc(C)cc1N(CC(=O)Nc1ccc(S(=O)(=O)N2CCOCC2)cc1)S(C)(=O)=O | -2 | 2 | -5 | 10 | 9 | -18 | -0.3 | 1 | -1 | -26
CC(C)C[C@H](NC(=O)N1CCn2c1nc1ccccc12)C(=O)NC1CC1 | -2 | -4 | -7 | 12 | 12 | -28 | -0.4 | 2 | -2 | 12
O=C(CCCN1C(=O)S/C(=C\c2ccccc2)C1=O)NNC(=O)c1ccccc1O | 0 | 8 | -24 | 12 | 83* | 12 | -3.6 | -3 | 0 | -38
CCOc1ccc(NC(=O)c2ccccc2NC(=O)c2cccnc2)cc1 | -2 | 3 | -4 | 6 | -5 | -30 | 0.1 | 1 | 0 | 12

Next structures
SMILES | IEC-6 cytotox | HSP90 refold inh | HSF1 inh | AI-2 QS mod | aSyn UTR inh | KLF5 inhibitor | HIF activator | GSK3B inh | GSK3 alpha inh | HSF-1 act
CCOC(=O)c1cnc2c(C(F)(F)F)cccc2c1N1CCN(C)CC1 | 9 | 1 | -9 | 4 | -3 | 9 | 3.0 | -2 | 3 | -24
Cc1nnc(NC(=O)c2ccccc2Oc2ccccc2)s1 | 11 | 3 | 2 | 10 | 3 | -5 | -0.9 | 0 | 1 | -8
CC(C)C(=O)NNC(=O)c1csc(CS(=O)(=O)c2ccc(Cl)cc2)n1 | -7 | -3 | -6 | 15 | -35 | -20 | -0.4 | -5 | 6 | -4
Clc1ccccc1OCc1nc(-c2ccncc2)no1 | -2 | -1 | · | · | · | -85 | · | · | 2 | ·
Cc1ccc(C)c(NC(=O)CS(=O)(=O)c2c[nH]c3ccccc23)c1 | 2 | -1 | 7 | 11 | 3 | -13 | -0.1 | -3 | 0 | 3
O=C(CSc1ncnc2c1cnn2-c1cccc(Cl)c1)NCC1CCCO1 (stereo unspecified) | 4 | -2 | -2 | 3 | -27 | -10 | 0.3 | -1 | -1 | -3
CCN1CCN(CCCNC(=O)CCC(=O)N2CC(C)Oc3ccc(C)cc32)CC1 (stereo unspecified) | -6 | -6 | -6 | -1 | -3 | -7 | -0.2 | -1 | 1 | -6
O=C(CCn1nc(-c2ccccc2)c2ccccc2c1=O)NCC1CCCO1 (stereo unspecified) | -8 | -3 | -2 | 18 | 19 | -15 | 0.3 | 4 | 0 | -6
Nc1ccc(-c2nc3ncccc3o2)c(O)c1 | 3 | -3 | 0 | -1 | -176 | -187 | 3.3 | -2 | -3 | 7
O=C(Cc1ccccc1)N1CCC(C(=O)N2CCN(c3ccc(F)cc3)CC2)CC1 | 2 | 6 | 2 | -5 | -6 | -26 | 0.4 | 3 | -4 | -14
